# Screens as filed in PubChem BioAssay.
# PGK inhibitor: qHTS Assay to Find Inhibitors of Phosphoglycerate Kinase | Phosphoglycerate kinase, glycosomal (Trypanosoma brucei brucei), P07378 | actives 0.043% (n = 380,000) | PGK/GAPDH coupled, Kinase-Glo luminescence, 60 min | Potency, µM (series often up to 57.5 µM), for inactives: at the highest dose activity change, negative = inhibition, hits mostly inhibitors; note: % is set by controls: 0 for no effect and ±100 for the full control effect; nearly all actives have a fitted effect of over 60% in size
#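 Recombinant glycosomal PGK reaction used 1,3-bisphosphoglycerate generated in-well by GAPDH (100nM final) in 100mM TEA pH 7.6, 5mM MgCl2, 0.01% Tween-20. After 60 minutes at room temperature, ATP was read by Kinase-Glo Plus luminescence end-point.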
# GLS inh: qHTS for Inhibitors of Glutaminase (GLS). Glutaminase kidney isoform, mitochondrial (Homo sapiens), O94925. GLS enzymatic activity, qHTS titration. Potency, µM (series often up to 45.5 µM), for inactives: top-dose activity change, negative = inhibition, most hits filed as inhibitors. actives 0.21% (n = 410,000). AID 624170, 2012; note: % is set by controls: 0 for no effect and ±100 for the full control effect
#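 Read-out is an Amplex red fluorescence increase coupled through glutamate oxidase and HRP, measured before and after 30 min room-temperature incubation. hKGA is in 45 mM KH2PO4 (pH 8.2) with 0.02% Tween-20; glutamine added as 1mM solution.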
# RGS4 inhibitor: Inhibitors of Regulator of G Protein Signaling (RGS) 4: qHTS; Potency, µM (top dose mostly 114 µM), for inactives: at the top dose activity change, negative = inhibition, most hits filed as inhibitors; actives 0.039% (n = 390,000); Regulator of G-protein signaling 4 (Homo sapiens), P49798; Transcreener GDP fluorescence polarization, RGS4-accelerated GTP hydrolysis; note: % is set by controls: 0 for no effect and ±100 for the full control effect; nearly all actives have a fitted effect of over 75% in size; some results filed as inactive show a strong effect at the top dose
# Target sequence (P49798 whole entry, looked up): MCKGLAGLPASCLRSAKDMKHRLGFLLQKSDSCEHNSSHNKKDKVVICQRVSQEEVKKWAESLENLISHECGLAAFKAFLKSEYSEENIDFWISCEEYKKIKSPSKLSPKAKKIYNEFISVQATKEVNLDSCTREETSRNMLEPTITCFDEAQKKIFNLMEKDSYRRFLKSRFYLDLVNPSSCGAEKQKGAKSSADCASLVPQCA
#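 MLSMR compounds (23 nl, pin-transferred) preincubated 10 min at room temperature with a 500nM (2x) first reagent, then RGS4 at 900nM (2x) plus Transcreener GDP mix added; fluorescence polarization (620/688 nm) read before and after 90 min at 30 °C.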
# Pin1 inhibitor: qHTS Assay to Find Inhibitors of Pin1; Peptidyl-prolyl cis-trans isomerase NIMA-interacting 1 (Homo sapiens), Q13526; actives 0.009% (n = 390,000); AID 504891, 2011; Pin1 FP peptide displacement, HiFluor488, 10 min; Potency, µM (top dose mostly 115 µM), inactives show at the highest dose activity, negative = inhibition, most hits filed as inhibitors; active = well fitted inhibition curve with a large enough effect in the polarisation, with a control signal flat, not every such curve was filed as active; inconclusive = small, poorly fitted or top-dose-only effect, or effect the other way, or a change in a side signal; inactive = no such curve, though single readings can be large or run the other way; the % refers to the polarisation; note: % is set by controls: 0 for no effect and ±100 for the full control effect
# Target sequence (Q13526 whole entry, looked up): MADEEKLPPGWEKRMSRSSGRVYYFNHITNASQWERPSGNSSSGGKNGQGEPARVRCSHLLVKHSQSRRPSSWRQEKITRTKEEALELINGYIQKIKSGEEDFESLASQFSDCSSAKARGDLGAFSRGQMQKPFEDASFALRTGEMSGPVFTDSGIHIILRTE
# JMJD2A Tudor inh: qHTS Assay for Inhibitors of JMJD2A-Tudor Domain; actives 4.4% (n = 390,000); AlphaScreen JMJD2A-Tudor / H3K4me3 peptide binding; Potency, µM (highest dose often 114 µM), without a hit: top-dose activity change, negative = inhibition, most hits filed as inhibitors; Lysine-specific demethylase 4A (Homo sapiens), O75164; note: % is set by controls: 0 for no effect and ±100 for the full control effect; nearly all actives have a fitted effect of over 50% in size
# HP1b binding inh: HTS for Inhibitors of HP1-beta Chromodomain Interactions with Methylated Histone Tails; AlphaScreen HP1-beta / biotin-H3K9me3 peptide binding; Potency, µM (highest dose often 114 µM), without a hit: top-dose activity change, negative = inhibition, hits mostly inhibitors; actives 0.56% (n = 390,000); AID 540317, 2011; note: nearly all actives have a fitted effect of over 70% in size; inactives centre near 23
#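 Compound inhibition of the preformed complex between 50 nM HP1-beta and 50 nM biotinylated H3K9me3 peptide was read by AlphaScreen. Buffer was PBS pH 7.4 with 0.01% Tween-20. Incubations ran 30 min at room temperature, with 10 ug/mL donor/acceptor beads.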
# ERG Ets-DNA blk: qHTS for Small Molecule Inhibitors of the ERG Ets/DNA interaction; Transcriptional regulator ERG (Homo sapiens), P11308; fluorescence polarization, His-ERG Ets domain / labelled DNA; Potency, µM (doses to about 76.9 µM), without a hit: at the highest dose FP activity, negative = inhibition, most hits filed as inhibitors; actives 0.028% (n = 370,000); AID 624246, 2012; active = well fitted inhibition curve with a large enough effect in the polarisation, with a control signal flat; inconclusive = small, poorly fitted or top-dose-only effect, or effect the other way, or a change in a side signal; inactive = no such curve, though single readings can be large or run the other way; the % refers to the polarisation;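 note: polarization taken with two DNA probes labelled with fluorescein and Texas red; % of control where 0% means no effect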
#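 His-tagged ERG Ets domain (1 uM in the protein solution; 300mM KCl, 50mM Tris-HCl, 1mM EDTA, 1mM DTT, pH 7.5) received compound, then a probe mix of 5 nM fluorescein-DNA and 100nM Texas-615-DNA. Fluorescence polarization was read for both dyes.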
# 12-LOX inh: Primary qHTS assay for inhibitors of human arachidonate 12S-lipoxygenase (ALOX12): Round 2; AID 1671190, 2021; actives 1.1% (n = 580,000); Potency, µM (titrated, usually from 108 µM), for inactives: at the highest dose activity change, negative = inhibition, hits mostly inhibitors; purified 12hLO, xylenol orange hydroperoxide absorbance; note: % is set by controls: 0 for no effect and ±100 for the full control effect
# Target sequence (P18054 whole entry, looked up): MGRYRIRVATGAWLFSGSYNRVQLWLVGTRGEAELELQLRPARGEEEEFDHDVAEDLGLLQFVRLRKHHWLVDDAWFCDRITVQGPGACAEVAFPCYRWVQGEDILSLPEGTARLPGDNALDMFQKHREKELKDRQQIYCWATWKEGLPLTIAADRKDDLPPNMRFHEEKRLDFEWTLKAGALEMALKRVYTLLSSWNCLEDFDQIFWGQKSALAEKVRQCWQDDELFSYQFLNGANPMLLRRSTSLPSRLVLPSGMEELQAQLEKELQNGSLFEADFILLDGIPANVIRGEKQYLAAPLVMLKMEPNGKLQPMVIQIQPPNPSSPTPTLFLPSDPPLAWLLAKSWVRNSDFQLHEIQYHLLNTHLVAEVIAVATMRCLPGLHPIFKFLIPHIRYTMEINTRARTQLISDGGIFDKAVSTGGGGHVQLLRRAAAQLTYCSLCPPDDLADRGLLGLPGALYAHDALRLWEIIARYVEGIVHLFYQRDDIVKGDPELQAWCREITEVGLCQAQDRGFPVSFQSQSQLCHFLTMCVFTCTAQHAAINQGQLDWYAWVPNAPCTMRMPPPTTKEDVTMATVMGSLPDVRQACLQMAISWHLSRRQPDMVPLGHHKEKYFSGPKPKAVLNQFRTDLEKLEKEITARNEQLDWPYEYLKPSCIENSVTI
#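 Purified human 12hLO (150 nM final) in 25 mM Hepes, 0.01% Triton X-100, pH 7.0 was preincubated 15 min at room temperature with compound. Then 40 uM arachidonic acid was added, 30 min. Hydroperoxide was read by Fe-XO absorbance ratio 573/405 nm.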
# TrxR1 inh: qHTS Assay for Inhibitors of Mammalian Selenoprotein Thioredoxin Reductase 1 (TrxR1): qHTS; Thioredoxin reductase 1, cytoplasmic (Rattus norvegicus), O89049; recombinant rTrxR1, NADPH fluorescence consumption, selenite substrate; Potency, µM (series often up to 114 µM), for the others: top-dose activity change, negative = inhibition, actives largely listed as inhibitors; actives 1% (n = 390,000); AID 588453, 2011; note: % is set by controls: 0 for no effect and ±100 for the full control effect; nearly all actives have a fitted effect of over 65% in size
#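 Rat TrxR1 (90 nM in the dispensed reagent) was pre-reduced with 400 uM NADPH for 5 min at room temperature, then incubated with compound for 15 min. After 400 uM selenite was added, NADPH fluorescence (Ex 340/Em 450 nm) was followed for 8 min.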
# Numbers without * were called inactive; i = inactive; ? = inconclusive; . = no result given; & = joins results of further samples; [ ] = dose if it differs, or a comment. Unless noted, calls come from the whole dose curve; as a rule, active = well fitted curve in the direction sought with a large enough effect; inconclusive = small, poorly fitted or top-dose-only effect, or another doubt; inactive = no such curve, though single readings can be large; an effect the other way counts as inactive or inconclusive. Potency is the fitted concentration of half-maximal effect. These rows are one share of the data (hit frequency here may not be typical).
SMILES,PGK inhibitor,GLS inh,RGS4 inhibitor,Pin1 inhibitor,JMJD2A Tudor inh,HP1b binding inh,ERG Ets-DNA blk,12-LOX inh,TrxR1 inh
Cc1cc(C)cc(NC(=O)COCc2cc(-c3ccc4c(c3)OCO4)on2)c1,-3%,-6%,-3%,11%,3%,61%[activator],-6%,?,19%
Fc1ccc2nc(Nc3nc4cc5c(cc4s3)OCO5)sc2c1,i,-1%,-6%,7%,-15%,25%,-3%,11%,-1%
O=C(Nc1ccccc1)N(Cc1ccc(Cl)cc1)CC(O)C(F)(F)F (stereo not given),1%,2%,24%[11.4 µM],0%,6%[57.1 µM],39%,3%,0%,9%[57.1 µM]
CCOc1cc(CNC(=O)c2sc3ncnc(N(C)C4CCCCC4)c3c2C)ccc1OC,.,9%,25%,44%[activator],-26%,1%,-8%,-8%,17%[57.1 µM]
Cc1ccc(C2N(C)c3ccccc3-c3nc4ccccc4n32)o1 (stereo not given),13%,12%,-7%,3%,16%,53%,3%,-20%,48%[activator]
Cc1cc(Nc2cccc(C(F)(F)F)c2)nc2ccc(NC(=O)c3ccc(=O)[nH]c3)cc12,-1%,3%,-13%,-14%,-16%,21%,4%,0%,8%
CN1C(=O)N(C)C2(c3ccccc3)Nn3c(s/c(=C/c4ccccc4)c3=O)=NC12c1ccccc1 (stereo not given),1%,4%,7%,1%,-3%,22%,-1%,-1%,-15%
CN(C)S(=O)(=O)c1ccc(N2CCCC2)c(C(=O)NCCc2ccc(F)cc2)c1,10%,0%,-15%,?,-14%,17%,-14%,i,-12%
Cc1cccc(NC(=O)C(=O)NCC2CCCN2S(=O)(=O)c2cccs2)c1C (stereo not given),4%,3%,-6%,4%,-12%,31%,0%,-7%,19%
CCN(CC)CCN1C(=O)C(=O)/C(=C(/O)c2c(C)[nH]c(C(=O)OC)c2C)C1c1ccccc1OC (stereo not given),-2%,8%,-10%,0%,?,33%,10%,-12%,-24%
O=C(CSc1nc2ccccc2[nH]1)Nc1cccc(S(=O)(=O)N2CCOCC2)c1,-2%,0%,17%,3%,-16%,19%,-4%,-9%,1%
O=C(O)CSc1nnc(COc2cccc3cccnc23)n1-c1ccc(Cl)cc1,-2%,15%,11%,-3%,-11%,43%[activator],6%,6%,9%[57.1 µM]
Nc1c(C(=O)N2CCCC2)sc2nc(-c3ccccc3)ccc12,-6%,-4%,-30%,?,32%,88%[activator],-1%,-19%,5%
CCOC(=O)CSc1nc2sc3c(c2c(=O)n1-c1ccccc1)CC(C(C)C)OC3 (stereo not given),i,8%,29%,-8%,-14%,20%,-2%,2%&-28%,4%
O=C(CN1CCCCC1CO)c1ccc(OC(F)F)cc1 (stereo not given),6%,1%,-11%,5%,2%,48%[activator],-2%,457%[activator],17%
CCN(CC(=O)c1c(N)n(C)c(=O)n(C)c1=O)c1cccc2ccccc12,-3%,23%,-11%,-15%,-34%,-4%,1%,-10%,-10%
CC(Oc1ccccc1)C(=O)N1CCN=C1SCc1ccccc1F (stereo not given),-4%,2%,-5%,-1%,45%[activator],64%[activator],-18%,-3%,9%
COc1ccc(S(=O)(=O)Nc2cc(-c3cn4ccccc4n3)ccc2C)cc1,-3%,-1%,-15%,26%,?,79%[activator],-18%,?,40%[activator]
COc1ccc(Cl)cc1C(=O)Nn1c(C)nc2ccccc2c1=O,.,11%,20%,1%,-18%,19%,.,11%,-2%
COc1ccc(C2CC2C(=O)c2ccccn2)cc1 (stereo not given),-8%,-2%,25%,-1%,-12%,49%[activator],3%,-11%,-3%
CCOc1cc(S(=O)(=O)N(CC)CC)ccc1Br,1%,3%,-30%,5%,40%[activator],77%[activator],1%,?,5%
Nc1nnnn1/N=C/c1ccc(Cl)cc1,-9%,5%,?,4%,-22%,32%,-20%,6%,12%[57.1 µM]
Cc1ccc(NC(=O)N2CCCCC2)cc1NC(=O)N1CCCCC1,-8%,0%,-27%,15%,-8%,6%,4%,6%,0%[57.1 µM]
O=C(Nc1ccc2oc(-c3ccccc3)nc2c1)C1CCCO1 (stereo not given),2%,15%,-6%,6%,-3%,21%,3%,2%,-18%
COc1ccc(OC)c(NC(=S)N2CCCC2)c1,-7%,22%,-10%,2%,-19%,26%,4%,0%,-1%
O=C(CNS(=O)(=O)c1cccs1)NCCc1ccc(Cl)cc1,i,-12%,8%,16%,6%,26%,8%,?,18%[57.1 µM]
Cn1nc(C(=O)OCC(=O)Nc2sccc2C(N)=O)c2ccccc2c1=O,-7%,6%,-28%,33%[activator],-7%,30%,15%,16%,13%
COc1ccc(C2N(Cc3ccccc3)CCN2Cc2ccccc2)cc1[N+](=O)[O-],-10%,4%,19%,-5%,-35%,-8%,1%,1%,10%[57.1 µM]
CCN(CC)c1ccc(/C=C/c2ccc3ccc(OC)cc3[n+]2CC)cc1,.,5%,-18%,47%[activator],13µM*,?,5%,?,33%
O=C(NNC(=O)c1ccccc1[N+](=O)[O-])c1ccccn1,5%,2%,2%,-3%,-14%[57.1 µM],42%,6%,-1%,11%

# Sorted by the number under TrxR1 inh (largest number first): 5 from the list above
SMILES,PGK inhibitor,GLS inh,RGS4 inhibitor,Pin1 inhibitor,JMJD2A Tudor inh,HP1b binding inh,ERG Ets-DNA blk,12-LOX inh,TrxR1 inh
CCN(CC)c1ccc(/C=C/c2ccc3ccc(OC)cc3[n+]2CC)cc1,.,5%,-18%,47%[activator],13µM*,?,5%,?,33%
Cn1nc(C(=O)OCC(=O)Nc2sccc2C(N)=O)c2ccccc2c1=O,-7%,6%,-28%,33%[activator],-7%,30%,15%,16%,13%
O=C(NNC(=O)c1ccccc1[N+](=O)[O-])c1ccccn1,5%,2%,2%,-3%,-14%[57.1 µM],42%,6%,-1%,11%
CCOc1cc(S(=O)(=O)N(CC)CC)ccc1Br,1%,3%,-30%,5%,40%[activator],77%[activator],1%,?,5%
O=C(Nc1ccc2oc(-c3ccccc3)nc2c1)C1CCCO1 (stereo not given),2%,15%,-6%,6%,-3%,21%,3%,2%,-18%

# Continued:
SMILES,PGK inhibitor,GLS inh,RGS4 inhibitor,Pin1 inhibitor,JMJD2A Tudor inh,HP1b binding inh,ERG Ets-DNA blk,12-LOX inh,TrxR1 inh
Brc1ccc(-c2cn3nc4c(nc3n2)CCCC4)cc1,-9%,-17%,9%[11.4 µM],?,-7%[11.4 µM],70%[activator],1%,?,16%[57.1 µM]
O=C(COc1ccccc1)NCC(c1ccc(Cl)cc1)N1CCOCC1 (stereo not given),5%,3%,8%,-10%,-8%,43%[activator],4%,3%,6%
O=C(O)c1ccc(C=NN=C2c3ccccc3-c3ccccc32)cc1,-3%,-8%,-26%,-17%,?,?,-5%,-1%,4%[11.4 µM]
C=CCc1ccc(OCCCNCc2ccccc2)c(OC)c1,-1%,1%,14%,-10%,28µM*,?,3%,?,19%
CC(=O)OC1=C(C(C)=O)N(Cc2ccccc2)S(=O)(=O)c2ccccc21,-3%,4%,1%,-5%,?,43%,2%,0%,-19%
CCOC(=O)C1CCN(CC(C)(C)NS(=O)(=O)c2ccccc2)CC1,2%,2%,-8%,1%,1.8µM*,79µM*,5%,?,11%[57.1 µM]
CCCOC(=O)c1ccc(NC(=O)Cc2cccs2)cc1,-2%,-3%,-38%,-1%,-16%,40%[activator],-9%,?,3%
COc1ccccc1NC(=O)c1cc2c(=O)n(Cc3cccs3)ccc2nc1C,7%,-16%,5%,-4%,-23%,-1%,6%,-16%,0%[57.1 µM]
Cc1ccc(CNC(=O)C2=NNC(=O)CC2)cc1,-2%,6%,-6%,3%,-21%,-4%,-9%,1%,-9%
CN(C)CCCNC(=O)C[C@H]1C[C@H](C(=O)N2CCOCC2)[C@@]2(CCC3CCCC3)c3[nH]c4cc(CCC(=O)N(C)C)ccc4c3CCN2C1=O,-11%,5%,9%,-9%,-17%,25%,3%,6%,-10%
